Screening results from PubChem.
Epigenetic reg – epigenetic control regulation, reporter derepression. murine LDR cells, GFP reporter derepression, 30 h. 280,000 tested, 0.2% active. Potency, µM (titrated, usually from 53.9 µM), for inactives: at the top dose GFP activation, usual class: activators. AID 1865; note: % of control where 0% means no effect; nearly all actives have a fitted effect of over 60% in size
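In this reporter-derepression format, murine cells bearing a silenced integrated CMV-GFP locus incubate with test compound (30 h, 37 C), then are washed and imaged; fluorescent objects of 20–120 um count as induced cells.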
GAA glycogen mod – alters human alpha-glucosidase cleavage of glycogen; P10253; recombinant GAA, glycogen substrate, Amplex Red glucose oxidase fluorescence; Potency, µM (titrated, usually from 76.4 µM), for inactives: top-dose activity change, negative = inhibition, hits mostly inhibitors; 300,000 tested, 0.38% active;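 note: 0% = full enzyme reaction and -100% = no-enzyme basal signal; the screen sought inhibitors and activators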
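Natural-substrate format: glycogen cleavage by 4 nM human enzyme, glucose read by Amplex Red coupling (Ex 573, Em 610 nm). Normalized to enzyme and no-enzyme controls.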
GAA spleen mod – lysosomal alpha-glucosidase (human) modulation; P10253; human spleen homogenate, 4-MU-alpha-glucoside fluorescence; Potency, µM (doses to about 79.9 µM), for inactives: at the highest dose activity change, negative = inhibition, actives largely listed as inhibitors; 240,000 tested, 0.006% active; AID 2112;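 note: 0% = enzyme with vehicle and -100% = no enzyme basal signal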
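Human spleen homogenate (1 ug) incubated with compounds and 1 mM 4-methylumbelliferyl-alpha-D-glucopyranoside in pH 5.0 citrate/phosphate buffer, 37 C, 40 min. Stopped at pH 10; 4-MU fluorescence (Ex 365/Em 440 nm); AC50 by Hill fit.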
ALDH1A1 block – blocks purified human ALDH1A1 activity; AID 1030; Potency, µM (series often up to 75.3 µM), for the others: at the top dose activity, negative = inhibition, actives largely listed as inhibitors; 220,000 tested, 7.3% active; Purified ALDH1A1, NADH fluorescence, propionaldehyde substrate; active = well fitted inhibition curve with a large enough effect, not every such curve was filed as active; inconclusive = small, poorly fitted or top-dose-only effect, or another doubt; inactive = no such curve, though single readings can be large or run the other way;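 note: plate controls were no enzyme wells and a reference inhibitor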
Target sequence (P00352 whole entry, looked up): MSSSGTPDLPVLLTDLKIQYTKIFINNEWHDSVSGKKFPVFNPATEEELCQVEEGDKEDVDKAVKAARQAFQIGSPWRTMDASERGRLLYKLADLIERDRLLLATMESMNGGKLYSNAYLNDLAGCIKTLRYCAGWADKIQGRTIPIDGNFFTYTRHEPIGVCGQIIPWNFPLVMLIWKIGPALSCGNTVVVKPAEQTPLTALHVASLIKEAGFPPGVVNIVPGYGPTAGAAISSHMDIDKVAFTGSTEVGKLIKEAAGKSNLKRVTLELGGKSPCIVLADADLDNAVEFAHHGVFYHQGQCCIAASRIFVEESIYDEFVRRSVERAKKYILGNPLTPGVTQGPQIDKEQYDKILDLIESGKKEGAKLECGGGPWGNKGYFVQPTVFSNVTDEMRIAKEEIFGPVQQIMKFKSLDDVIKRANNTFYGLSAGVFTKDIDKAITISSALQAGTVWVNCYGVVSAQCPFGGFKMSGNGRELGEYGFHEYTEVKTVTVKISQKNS
aGal spleen mod – inhibits or activates alpha-galactosidase in human spleen homogenate; P06280; human spleen homogenate, 4MU-alpha-Gal fluorescence, 40 min; Potency, µM (highest dose often 80 µM), without a hit: at the top dose activity change, negative = inhibition, usual class: inhibitors; 240,000 tested, 0.008% active; AID 2107;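 note: 0% = enzyme with vehicle and -100% = no enzyme basal signal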
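Inhibition or activation of alpha-galactosidase in human spleen homogenate is scored by 4-MU fluorescence after 40 min at 37C, pH 5.0, with 1 mM substrate. AC50s come from concentration-response fitted to the Hill equation.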
NPSR antagonist – antagonists of human neuropeptide S receptor cAMP signaling. CHO-NPSR cells, cAMP TR-FRET, antagonist mode. Potency, µM (doses to about 38.3 µM), inactives show at the highest dose activity change, negative = inhibition, most hits filed as inhibitors. 220,000 tested, 1% active. AID 1461; note: % is set by controls: 0 for no effect and ±100 for the full control effect; nearly all actives have a fitted effect of over 50% in size; many of its hits are not listed in these tables
Target sequence (Q6W5P4 whole entry, looked up): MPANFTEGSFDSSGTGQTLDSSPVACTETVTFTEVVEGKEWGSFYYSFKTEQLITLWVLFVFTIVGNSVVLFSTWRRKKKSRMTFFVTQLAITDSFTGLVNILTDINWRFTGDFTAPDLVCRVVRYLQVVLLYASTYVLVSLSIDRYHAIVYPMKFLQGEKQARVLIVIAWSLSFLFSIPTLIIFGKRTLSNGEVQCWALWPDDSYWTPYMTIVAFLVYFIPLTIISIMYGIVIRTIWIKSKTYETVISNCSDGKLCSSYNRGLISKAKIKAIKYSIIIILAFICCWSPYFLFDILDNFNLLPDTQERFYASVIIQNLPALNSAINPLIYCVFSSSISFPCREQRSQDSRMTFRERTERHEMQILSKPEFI
GAA inh – blocks human lysosomal alpha-glucosidase | purified human GAA, 4-MU-alpha-glucoside fluorescence | P10253 | AID 1466 | Potency, µM (top dose mostly 76.9 µM), without a hit: top-dose activity change, negative = inhibition, actives largely listed as inhibitors | 200,000 tested, 0.005% active;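 note: plate controls were uninhibited enzyme wells for no effect and no-enzyme background for full effect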
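Activity normalized between no-enzyme (basal) and enzyme-only wells. Conditions: 4 nM human enzyme, 400 uM fluorogenic substrate, citrate/phosphate pH 5.0 with Tween-20, 20 min room temperature, compounds up to 77 uM.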
Tau fluor cs – counter-screen for tau fibril formation inhibitors; AID 1463; 280,000 tested, 0.93% active; tau K18 P301L Alexa594 fluorescence, heparin fibrillization; Potency, µM (titrated, usually from 57.7 µM), for inactives: top-dose activity change, negative = decrease; note: % is set by controls: 0 for no effect and ±100 for the full control effect; nearly all actives have a fitted effect of over 55% in size
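Human tau K18 P301L (15 uM unlabeled, 0.24 uM Alexa 594-labeled) in 100 mM sodium acetate pH 7 with 20 uM heparin, 6 hr at 37 C. ThT 30 uM added, 1 hr ambient; Alexa 594 FP and total fluorescence read at 555/632 nm.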
An asterisk follows results filed as active; ? = inconclusive; . = no result given; & = joins results of further samples; ! = not confirmed by another sample; [ ] = remark or other dose. Unless noted, calls come from the whole dose curve; as a rule, active = well fitted curve in the direction sought with a large enough effect; inconclusive = small, poorly fitted or top-dose-only effect, or another doubt; inactive = no such curve, though single readings can be large; an effect the other way counts as inactive or inconclusive. Potency is the fitted concentration of half-maximal effect. Some of the compounds tested, so the mix of outcomes need not match the whole.

SMILES	Epigenetic reg	GAA glycogen mod	GAA spleen mod	ALDH1A1 block	aGal spleen mod	NPSR antagonist	GAA inh	Tau fluor cs
O=C(O)c1ccc(NC(=O)N2C[C@H]3C[C@@H](C2)c2cccc(=O)n2C3)cc1	0.0%	-5.3%[76.3 µM]	1.3%	5.5%	-0.9%	.	.	-3.3%
O=C(c1c[nH]c2ccc(S(=O)(=O)N3CCOCC3)cc2c1=O)N1CCC2(CC1)OCCO2	3.0%	-1.9%	19.4%	?	?	10.9%	?	-6.2%
Cc1ccc2c(c1)CC1(CN2C)C(=O)NC(=O)N(C(C)C)C1=O (stereo unspecified)	5.3%	7.3%	-0.2%	?	-0.5%	2.8%[46.1 µM]	0.8%	-8.4%
O[N+]1=CC=CCC1=S.On1ccccc1=S.[Zn]	-1.3%	.	-3.1%	2.82µM*	-4.7%	.	.	-23.4%
CC1=CC(=O)NP(=O)(Oc2ccc3ccccc3c2)N1 (stereo unspecified)	10.1%	-0.1%	3.7%	?	6.0%	-6.9%[46.1 µM]	-1.2%	-1.9%
CS/C(N)=C(C#N)/C(C#N)=C(\N)SC	2.2%	.	5.2%	7.08µM*	1.9%	.	.	-10.3%
CCS(=O)(=O)N1CCN(C2CCC(C)CC2)CC1 (stereo unspecified)	0.0%	4.5%	-28.1%	?	10.8%	3.7%[46.1 µM]	-4.4%	5.2%
C[C@@H]1O[C@H](O[C@H]2C[C@@H](O)[C@@]3(CO)[C@H]4[C@@H](O)C[C@]5(C)[C@@H](C6=CC(=O)OC6)CC[C@]5(O)[C@H]4CC[C@]3(O)C2)[C@@H](O)[C@H](O)[C@@H]1O	-1.4%[16.9 µM]	.	-11.6%[29.1 µM]	-0.6%[20.9 µM]	-5.8%[29.1 µM]	.	.	.
Cc1ccsc1C(=O)C1CCCN(Cc2ccn[nH]2)C1 (stereo unspecified)	-1.2%	-1.4%	4.0%	0.7%	3.8%	-12.5%	.	5.9%
Cc1ccc(C(=O)NC(O)C(Cl)(Cl)Cl)cc1 (stereo unspecified)	0.0%	2.2%	-6.4%	0.4%	1.8%	-5.1%[46.1 µM]	-0.2%	-10.1%
CCC(C)n1c(O)c(C=Nc2cccc(C(F)(F)F)c2)c(=O)[nH]c1=S (stereo unspecified)	-1.8%	7.1%	8.2%	-13.8%	6.5%	-24.8%	-0.5%	-11.3%
O=c1c2ccccc2nc(CNCC2CCCO2)n1-c1ccc(F)cc1 (stereo unspecified)	0.9%	18.3%	4.3%	?	1.6%	-6.2%	4.4%	-0.8%
CN(C)CCN=Cc1c(O)n(CCC2=CCCCC2)c(=O)[nH]c1=O	4.2%	11.2%	-0.6%	?	-11.7%	-3.7%[46.1 µM]	8.1%	7.3%
CC(C(=O)c1c[nH]c2ccccc12)N1CCOCC1 (stereo unspecified)	-1.8%	-4.3%	-2.9%	.	0.8%	13.0%	.	-16.9%
CN(C)CCN(C)CCc1ccc(Cl)c(Cl)c1	0.0%&-3.0%	.	6.0%&6.2%	-11.5%	6.5%&-1.1%	.	.	-0.3%&-3.1%
Cn1cc(C(=O)N2CCC3(CC2)OCCO3)c2c3ccccc3n(C)c2c1=O	-1.0%	4.3%	-1.5%	?	2.6%	-13.3%[46.1 µM]	?	-2.2%
COc1ccc2c3c1OC1CC(O)C=C[C@@]31CCN(C)C2 (stereo partly specified)	-0.5%	.	2.9%	-2.8%	2.8%	.	.	-3.9%
C=CCN(CC#CCOc1ccccc1OC)CC=C	1.2%	-4.0%	-3.0%	?	9.8%	6.7%	-2.4%	-2.2%
Cn1c(O)c(C=NCCc2c[nH]c3ccccc23)c(=O)n(C)c1=O	-1.1%	-1.5%	-2.1%	6.3%	-2.9%	-1.4%[46.1 µM]	4.2%	-6.9%
CC(=O)NCC(=O)Nc1ccc(Br)cc1C(=O)c1ccccc1	-2.6%	3.1%	-3.5%	.	-2.7%	11.3%	.	-3.5%
Cc1ccc(NN=C2C(=O)OC(C)(C)OC2=O)c(C)c1	0.2%	-0.7%	?	10µM*	-13.5%	-2.5%	-10.4%	-15.1%
O=Cc1cn(Cc2ccc(F)cc2Cl)c2ccccc12	2.2%	-5.6%	-5.5%	3.16µM*	-10.5%	-4.3%	-2.8%	-9.0%
CCc1ccccc1NC(=O)CNCc1ccccc1	1.1%	8.4%	-1.9%	-7.8%	-6.9%	-1.0%	-3.5%	5.1%
Cc1nn(C)c(C)c1P(=S)(c1c(C)nn(C)c1C)N(C)C	-4.1%	-3.0%	2.7%	2.6%	-0.8%	-14.8%[46.1 µM]	2.8%	6.9%
O=c1c(O)c(-c2ccc(O)c(O)c2)oc2cc(O)cc(O)c12	2.5%	?	0.9%	12.6µM*!	-19.2%	?	.	10µM*[quencher]
CCN(C(=O)CSc1ncccc1C(=O)Oc1cccc([N+](=O)[O-])c1)c1cccc(C)c1	1.3%	-6.8%	0.7%	?	-1.7%	?	-12.1%	-12.7%
CCOc1ccccc1-n1c(O)c(C=Nc2ccc(N(CC)CC)cc2)c(=O)[nH]c1=O	4.9%	?	3.1%	?	-6.3%	-2.3%[7.67 µM]	?	-29.9%
CCC(C)C1N=C(c2ccccc2)c2cc(Cl)ccc2N(CC(=O)NCc2ccco2)C1=O (stereo unspecified)	1.5%	8.4%	-0.5%	0.3%	0.8%	-10.5%[46.1 µM]	2.0%	-1.9%
NCC(=O)c1ccccc1	-1.0%	.	-1.4%	?	2.9%	.	.	-1.9%
CCCC(CCC)C(=O)OC[N+](C)(C)CCOC(=O)C(O)(c1ccccc1)C1CCCC1 (stereo unspecified)	1.1%	-21.6%	2.0%	?	-6.3%	-8.5%	7.9%	-2.9%

2 compounds picked at random from those above, as already listed:
SMILES	Epigenetic reg	GAA glycogen mod	GAA spleen mod	ALDH1A1 block	aGal spleen mod	NPSR antagonist	GAA inh	Tau fluor cs
CCN(C(=O)CSc1ncccc1C(=O)Oc1cccc([N+](=O)[O-])c1)c1cccc(C)c1	1.3%	-6.8%	0.7%	?	-1.7%	?	-12.1%	-12.7%
Cn1cc(C(=O)N2CCC3(CC2)OCCO3)c2c3ccccc3n(C)c2c1=O	-1.0%	4.3%	-1.5%	?	2.6%	-13.3%[46.1 µM]	?	-2.2%

Grouped by structure, the entries above with fluorine
SMILES	Epigenetic reg	GAA glycogen mod	GAA spleen mod	ALDH1A1 block	aGal spleen mod	NPSR antagonist	GAA inh	Tau fluor cs
CCC(C)n1c(O)c(C=Nc2cccc(C(F)(F)F)c2)c(=O)[nH]c1=S (stereo unspecified)	-1.8%	7.1%	8.2%	-13.8%	6.5%	-24.8%	-0.5%	-11.3%
O=c1c2ccccc2nc(CNCC2CCCO2)n1-c1ccc(F)cc1 (stereo unspecified)	0.9%	18.3%	4.3%	?	1.6%	-6.2%	4.4%	-0.8%
O=Cc1cn(Cc2ccc(F)cc2Cl)c2ccccc12	2.2%	-5.6%	-5.5%	3.16µM*	-10.5%	-4.3%	-2.8%	-9.0%

The list goes on.
SMILES	Epigenetic reg	GAA glycogen mod	GAA spleen mod	ALDH1A1 block	aGal spleen mod	NPSR antagonist	GAA inh	Tau fluor cs
O=C(O)C1C2CC3CC(C2)CC1(n1ncc(N2CCC4(CC2)OCCO4)c(Cl)c1=O)C3 (stereo unspecified)	1.1%	-0.4%	-5.6%	.	0.1%	26.1%	.	-2.6%
CN1CCN(Cc2ccc(N)cc2)CC1	1.1%	15.5%	-4.5%	-2.2%	-8.2%	-14.5%	6.1%	-4.0%
COc1cc2c(cc1OC)[C@@H]1C(=O)c3ccc4c(c3O[C@@H]1CO2)C[C@H](C(C)C)O4	-1.4%	-7.3%	-8.6%	.	1.1%	13.4%[7.67 µM]	.	?
CCNCCNc1ccc([N+](=O)[O-])c2cccnc12	0.5%	0.8%	-5.2%	-2.7%	-0.9%	?	-0.9%[15.4 µM]	-12.4%
CCCOc1ccc2[nH]cc(C3=CCNCC3)c2n1	-1.6%	.	13.8%	?	8.5%	.	.	-22.3%
CCCCn1c(O)c(C(C)=NCc2ccc3c(c2)OCO3)c(=O)[nH]c1=O	-2.0%	-3.5%	3.4%	.	7.0%	-21.8%	.	-9.9%
COCCOC(=O)C1=C(C)OC(N)=C(C(=O)OC)C12C(=O)Nc1ccccc12 (stereo unspecified)	-2.7%	6.6%	-10.1%	2.7%	-3.5%	-8.2%[46.1 µM]	-2.7%	-20.8%
CCCCC/C=C\C/C=C\C/C=C\C/C=C\CCCC(=O)NCC(=O)O	-1.2%&0.0%&-3.1%&-2.7%	.	-10.5%&-2.8%&2.2%&-1.4%	4.6%&-3.4%&10.0%	11.0%&8.6%&5.7%&-6.6%	-7.3%[46.1 µM]	.	-2.3%&6.5%&-11.0%&-6.2%
Cc1c(NC(=O)C(C)OC(=O)Cc2ccccc2)c(=O)n(-c2ccccc2)n1C (stereo unspecified)	0.0%	5.3%	2.7%	7.2%	-1.5%	7.3%[46.1 µM]	2.9%	3.2%
CC1=NN=C(c2ccc(N)cc2)c2cc3c(cc2C1)OCO3	-0.2%&1.1%	.	-11.4%&3.4%	-11.7%	-3.4%&11.4%	-7.5%[46.1 µM]	.	-9.2%&-27.6%
O=[N+]([O-])c1cc(-c2ccc([As](=O)(O)O)cc2)ccc1[As](=O)(O)O	-0.3%	6.2%	11.6%	?	-2.0%	-10.0%	-8.6%	-2.2%
O=C1C2C3CCC(C3)C2C(=O)N1c1ccc(OS(=O)(=O)c2ccccc2)cc1 (stereo unspecified)	1.1%	-8.2%	2.7%	?	3.0%	-12.5%	-3.1%	-8.9%
O=[N+]([O-])/C=C/c1c(OCc2ccccc2)ccc2ccccc12	?	4.8%	-9.7%	-8.3%	-7.3%	6.31µM*	-3.1%	-2.4%
CN1C2CCC1CC(OC(c1ccccc1)c1ccc(Cl)cc1)C2 (stereo unspecified)	-1.2%&0.8%	.	5.8%&-3.8%	-7.0%&-0.4%	-3.9%&-12.2%	?	.	-1.8%&-4.1%
COc1ccc(C(CNC(=O)Cc2ccc(Cl)c(Cl)c2)N(C)C)cc1 (stereo unspecified)	-2.7%	2.4%	5.1%	-2.0%	-1.3%	-8.0%	0.6%	-6.8%
O=Cc1cn(Cc2ccc(F)cc2)c2ccccc12	-1.2%	-2.0%	-17.9%	0.126µM*	1.8%	-30.0%	-2.2%	-12.4%
Cc1sc2ncn(CC(=O)NCCCC(=O)N3CCC4(CC3)OCCO4)c(=O)c2c1C	-1.1%	13.8%	-3.5%	9.7%	-2.7%	-1.7%[46.1 µM]	0.9%	-0.5%
Cc1c(C(=O)Nc2ccccc2)cc(-c2ccccc2)n1CCCN1CCOCC1	-1.3%	5.6%	0.7%	1.4%	6.6%	38.0%	?	-10.5%
